NFkB transloc inh = blocks IL-1B driven NFkB nuclear translocation in HUVEC cells. hit rate 0.43% among 94,000. inhibition, % at 2 µM. HUVEC IL-1B NFkB p65 nuclear translocation imaging;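 active = inhibition above about 30% together with a positive call from visual inspection of the well image, limit read from the data; inconclusive = inhibition above a set limit but visual check negative; inactive = inhibition not above a set limit, visual check negative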;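 also: nuclear over cytoplasmic p65 intensity ratio measured by imaging; 0% = IL-1B stimulated DMSO wells and 100% = unstimulated DMSO wells; values of inactives mirror those of a sister screen read the other way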
NFkB transloc pot = enhances IL-1B driven NFkB nuclear translocation; HUVEC IL-1B NFkB p65 nuclear translocation imaging; activation, % at 2 µM; hit rate 0.3% among 94,000;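 active = activation above 40%, about the mean plus 3 SD, also judged a hit on visual image review; inconclusive = activation above 40% but not a hit on visual review; inactive = activation not above 40% and no visual hit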;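 also: percent activation is computed from the nuclear over cytoplasmic p65 intensity ratio; values of inactives mirror those of a sister screen read the other way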
MRP reversal = MRP-mediated drug resistance reversal. H69AR cells + 2 uM doxorubicin, CellTiter-Glo, 72 h. AID 602. hit rate 0.04% among 85,000. differential viability (reversal), % at 10 µM;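 active = viability drop by adding the cancer drug above about 55%, with treated viability meeting a 40% cutoff, limit read from the data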;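 also: viability without doxorubicin minus viability with 2 µM doxorubicin for each compound; larger differential means the compound sensitizes cells more to doxorubicin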
Bcl-B displacement = displacers of TR3 peptide from Bcl-B, primary screen, selectivity assay for Bfl-1 inhibitor project, biochemical, fluorescence polarization | FP displacement of FITC-TR3 peptide from Bcl-B; higher % means a stronger effect | hit rate 0.11% among 96,000 | one-dose displacement, % at 20 µM; IC50 in µM for titrated hits;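 active = displacement above 50% at 20 µM plus a fluorescence interference ratio under 1.5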;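 also: plate controls were wells without compound for no effect and wells lacking Bcl-B protein for full effect; a part of the inactive calls stands beside numbers as strong as those of hits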
PLAP inhibitors HTS = PLAP enzyme inhibitors, biochemical, luminescence, HTS (AID 690). inhibition, % at 20 µM, or IC50 in µM where a hit was titrated. purified PLAP, luminescent substrate; higher % means a stronger effect. hit rate 0.08% among 96,000; in the data active = a potency from the dose series; inactive = the rest, 99 in 100 with inhibition below about 30%; also: strong numbers were not always called active
MRP reversal cytotoxicity = further read-out of MRP reversal, marked with its call; viability, %; H69AR cells, CellTiter-Glo, 72 h; measured here: cytotoxicity without doxorubicin
MRP reversal with doxorubicin = also measured in MRP reversal; calls as there; viability, %; measured here: viability with 2 uM doxorubicin; active compounds read low
NFkB transloc inh cell count 2 µM = also measured in NFkB transloc inh; calls as there; cell count; measured here: cells passing quality filter;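 raw number of nuclei counted in each imaged well without normalization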
NFkB transloc pot cell count 2 µM = further read-out of NFkB transloc pot, marked with its call; cell count; measured here: cells passing quality filter
An asterisk follows results filed as active; ? = inconclusive; · = no result given. A portion of the library, so the mix of outcomes need not match the whole.

SMILES	NFkB transloc inh	NFkB transloc inh cell count 2 µM	NFkB transloc pot	NFkB transloc pot cell count 2 µM	MRP reversal	MRP reversal cytotoxicity	MRP reversal with doxorubicin	Bcl-B displacement	PLAP inhibitors HTS
Cc1cc(CNC(=O)Cc2c(F)cccc2Cl)nn1C	-4	106	3	106	8	93	85	5%	6%
COC(=O)c1ccccc1OC(=O)c1ccc(Br)o1	-13	163	13	163	-11	93	104	-8%	17%
COc1ccc(Cl)cc1N/C(N)=N/c1nc(CSc2ccc(C)cc2)cc(=O)[nH]1	-29	196	29	196	-19	50	69	-4%	-163%
O=C1OCCC1Sc1nnc(-c2cccc(Br)c2)o1 (stereo unspecified)	-12	129	12	129	1	91	89	6%	13%
CC(C)(C)NC(=O)CSC(=Nc1ccc(F)cc1)NC#N	16	122	-16	122	-14	87	100	-3%	-3%
Cc1ccc(NC(=S)NC2CC3CCC(C2)N3Cc2ccco2)cc1C (stereo unspecified)	6	119	-5	119	·	·	·	1%	-11%
NC(=O)C1CCN(CCC(=O)Nc2ccc(Br)cc2)CC1	10	102	-10	102	7	83	76	1%	·
COC(=O)CCc1c(C)c(C(=O)c2ccco2)c2ccccn12	4	202	-5	202	15	87	72	-6%	-13%
CCOc1ccccc1NC(=O)C1CCCN(S(=O)(=O)c2cccc3cccnc23)C1 (stereo unspecified)	-20	56	20	56	-13	69	81	2%	-10%
O=C(CN1C(=O)c2ccccc2S1(=O)=O)N1CCN(c2cccc(Cl)c2)CC1	13	151	-13	151	·	·	·	·	·
O=Cc1c(N2CCCCCC2)nc2ccccn2c1=O	-10	146	10	146	10	102	92	95%	-4%
CCOc1ccc(N(CC(=O)NCc2ccco2)S(=O)(=O)c2ccc(OC)c(OC)c2)cc1	-18	171	18	171	2	71	69	-5%	12%
COc1ccc(Cl)cc1CSc1n[nH]c(C)n1	7	181	-7	181	5	91	86	14%	-247%
CC(C)(C)NC(=O)CN(C(=O)CSc1nnc(COc2ccccc2)o1)c1cccc(F)c1	-4	164	4	164	0	100	100	6%	-24%
CCOc1ccc(Oc2cc(C)nc(SC)n2)nn1	-6	85	6	85	-8	90	98	·	·
Cc1c(C(=O)NCc2ccc3c(c2)OCO3)sc2nc(-c3ccccc3)cn12	-13	176	13	176	·	·	·	3%	-13%
O=C(CNS(=O)(=O)c1ccccc1)OCC(=O)c1ccc(OC(=O)c2ccccc2)cc1	-1	174	1	174	·	·	·	-7%	14%
COc1ccc(Cn2cnc3c([N+](=O)[O-])c(C)c(C)cc32)cc1	·	·	·	·	·	·	·	5%	7%
CC(C)CC(=O)Nc1nc2ccc(S(=O)(=O)N3CCOCC3)cc2s1	1	136	-1	136	-49	27	76	-15%	4%
COc1ccc2c(-c3ccccc3)cc3nnnn3c2c1	-4	112	4	112	10	93	83	6%	6%
O=C(N1CCN(CCO)CC1)N1c2ccccc2C=Cc2ccccc21	13	93	-13	93	·	·	·	19%	-20%
O=C(N/C=N/OCc1ccc(Cl)cc1Cl)NOCc1c(Cl)cccc1Cl	-10	55	10	55	-14	11	25	-9%	3%
CCOC(=O)CSC1=C(C#N)C(c2ccccc2OCC)C(C#N)C(=O)N1 (stereo unspecified)	-17	147	17	147	-46	27	73	8%	-45%
Oc1c(C=Nc2cccc3nsnc23)ccc2ccccc12	4	168	-3	168	-31	51	82	-68%	9%
Cc1nn(C)cc1/C=C1\CCC/C(=C\c2cn(C)nc2C)C1=O	13	118	-13	118	·	·	·	-12%	-76%
CCOC(=O)CC(NC(=O)c1ccc(C)cc1)c1ccc(C)cc1 (stereo unspecified)	-11	176	11	176	18	95	77	-12%	-11%
CSc1nnc(Cn2c(=O)sc3ccccc32)n1-c1ccccc1	-6	57	5	57	15	98	83	6%	-56%
CCSc1nc(=O)n(-c2ccccc2)c(C)c1C(C)=S	-8	161	8	161	19	95	76	·	·
CCCCN(CC(=O)Nc1c(C)cccc1CC)C(=O)SCC	-32	186	32	186	·	·	·	2%	-7%
CC(=O)Nc1ccc(S(=O)(=O)N(C)CC(=O)Nc2ccccc2N2CCOCC2)cc1	-1	134	1	134	-3	92	95	-5%	23%
COc1ccc(S(=O)(=O)N(C)CC(=O)NCCC2=CCCCC2)cc1C	-26	108	26	108	7	80	73	4%	-76%
CC(C)c1nc2n[nH]c(N)c2c2c1CSC(C)(C)C2	-5	189	5	189	5	100	95	-8%	-71%
COc1cc2c(cc1OC)-c1cc(N3CCCc4ccccc43)nc(=O)n1CC2	·	·	·	·	-18	46	65	-2%	-59%
Cc1ccc(S(=O)(=O)NC(=O)Nc2ccccc2F)cc1	0	93	1	93	3	103	100	·	·
CC(C)[C@H](NC(=O)NCCc1ccc(F)cc1)C(=O)O	0	182	1	182	8	92	85	-3%	11%
COC(=O)c1ccc(Oc2c(C)oc3cc(OCc4cnn(-c5ccccc5)c4)ccc3c2=O)cc1	-51	102	?	·	·	·	·	-3%	-23%

3 of the entries above in order of the NFkB transloc pot value, descending:
canonical_smiles,NFkB transloc pot,NFkB transloc pot cell count 2 µM,Bcl-B displacement,PLAP inhibitors HTS
CCCCN(CC(=O)Nc1c(C)cccc1CC)C(=O)SCC,32,186,2%,-7%
CC(C)c1nc2n[nH]c(N)c2c2c1CSC(C)(C)C2,5,189,-8%,-71%
CC(=O)Nc1ccc(S(=O)(=O)N(C)CC(=O)Nc2ccccc2N2CCOCC2)cc1,1,134,-5%,23%

Further records follow.
Values run as follows: NFkB transloc inh | NFkB transloc inh cell count 2 µM | NFkB transloc pot | NFkB transloc pot cell count 2 µM | MRP reversal | MRP reversal cytotoxicity | MRP reversal with doxorubicin | Bcl-B displacement | PLAP inhibitors HTS
COc1cc2nc(SCC(=O)NC3CC3)n(CCC3=CCCCC3)c(=O)c2cc1OC
  -15 | 132 | 15 | 132 | -1 | 34 | 35 | · | ·
Cc1cc2n(n1)C(c1cn(-c3ccccc3)nc1C)Nc1c(C)cccc1-2 (stereo unspecified)
  7 | 85 | -7 | 85 | 11 | 97 | 86 | · | ·
CCc1cc(=O)oc2cc(C)c(CN3CCCC(C)C3)c(O)c12 (stereo unspecified)
  -10 | 172 | 10 | 172 | 4 | 80 | 76 | 9% | -40%
Brc1ccc(-c2nnc3sc(CNCc4ccc5c(c4)OCO5)cn23)cc1
  · | · | · | · | 2 | 93 | 91 | -1% | 9%
COc1ccc(C)cc1NC(=O)c1ccc(NC(=O)CC2SC(N3CCCC3)=NC2=O)cc1 (stereo unspecified)
  -14 | 167 | 14 | 167 | -6 | 78 | 84 | -10% | -7%
O=C(c1cnccn1)N(c1ccccc1)C1(C(=O)NC2CCCCC2)CCCCC1
  -4 | 123 | 4 | 123 | 7 | 97 | 90 | 6% | -33%
Cc1ccc(C(=C2C3C=CC2C2C(=O)NC(=O)C32)c2ccc(C)cc2)cc1 (stereo unspecified)
  5 | 103 | -5 | 103 | -11 | 83 | 93 | -1% | 4%
Cc1ccc(/C=c2\sc3n(c2=O)CN(c2cccc(Br)c2)CN=3)o1
  -8 | 149 | 8 | 149 | -5 | 63 | 68 | -10% | 4%
O=C(NCCc1ccccc1)C1CCN(S(=O)(=O)c2cccc3nonc23)CC1
  -12 | 59 | 12 | 59 | 8 | 92 | 84 | -25% | 2%
O=C(OCn1ncc(Cl)c(Cl)c1=O)c1ccc(C(F)(F)F)cc1
  41* | 114* | -41 | 114 | · | · | · | 4% | -11%
COc1cc(C)c(Cl)cc1S(=O)(=O)N(C)C
  -7 | 98 | 7 | 98 | 6 | 114 | 108 | -1% | -37%
CCCCN1C2=C(C(=O)CCC2)C(c2ccc(Cl)c(Cl)c2)C2=C1c1ccccc1C2=O (stereo unspecified)
  -2 | 129 | 2 | 129 | · | · | · | 7% | -10%
COc1ccc(C2(CN(C(C)=O)C(C)=O)CCCC2)cc1OC
  -3 | 49 | 3 | 49 | 7 | 93 | 86 | 9% | -7%
CC1CN(S(=O)(=O)c2cccc(C(=O)OCC(=O)Nc3ccc4c(c3)OCO4)c2)CC(C)O1 (stereo unspecified)
  1 | 136 | -1 | 136 | -1 | 1 | 2 | 12% | -17%
CCOC(=O)c1sc(N(Cc2ccccc2)C(=O)CN2C(=O)CN(C)C2=O)nc1C
  6 | 116 | -6 | 116 | · | · | · | -1% | -16%
O=C(O)CSc1c2c(nc3cc(C(=O)N4CCOCC4)ccc13)CCCC2
  -9 | 109 | 9 | 109 | -2 | 82 | 83 | 7% | -22%
COc1cc(N=Cc2c(O)[nH]c3ccccc23)cc(OC)c1OC
  · | · | · | · | · | · | · | 0% | -54%
CC(C)Cn1c(Br)nc2c1c(=O)n(CCC#N)c(=O)n2C
  -6 | 110 | 6 | 110 | 8 | 89 | 81 | 0% | -12%
O=C(CN(Cc1ccccc1)S(=O)(=O)c1ccccc1)NC1CC1
  9 | 154 | -9 | 154 | -20 | 79 | 99 | · | ·
CCCc1cc(Nc2cccc(OC)c2)n2ncnc2n1
  10 | 143 | -10 | 143 | -13 | 85 | 98 | 1% | -130%
CCOc1ncccc1C(=O)OCC(=O)Nc1cc(C(=O)OC)ccc1C(=O)OC
  · | · | · | · | 10 | 87 | 77 | 4% | 8%
CCNc1ccc(C(=O)OCC)cc1NC(=O)c1cccc(S(=O)(=O)N2CCOCC2)c1
  -5 | 133 | 5 | 133 | 9 | 99 | 89 | 2% | 4%
CCOC(=O)N1CCN(S(=O)(=O)c2ccc(OC)c(Cl)c2)CC1
  -5 | 106 | 5 | 106 | 8 | 87 | 79 | -5% | -36%
O=C1CN(c2nc3ccccc3n3cnnc23)CC(=O)N1CCc1ccccc1
  -2 | 51 | 2 | 51 | 12 | 103 | 91 | -6% | 9%
COc1ccc(CN2CCOCC2)cc1OC
  20 | 179 | -20 | 179 | 4 | 100 | 95 | 2% | 25%
COc1cc(CNCc2ccccn2)ccc1OCc1cccc(Cl)c1
  4 | 155 | -4 | 155 | · | · | · | 2% | -89%
COc1cccc(NC(=O)c2ccc3c(c2)N(CC(=O)N2CCCCC2)C(=O)C(C)(C)O3)c1
  0 | 156 | 0 | 156 | -25 | 52 | 78 | 4% | -39%
COc1ccccc1N(C(C)=O)C1SC(=O)N(c2ccccc2)C1=O (stereo unspecified)
  -21 | 94 | 21 | 94 | 3 | 93 | 90 | 4% | -25%
CC(C)CC(=O)N1CCN(C(=O)CCC2CCCC2)CC1
  4 | 131 | -4 | 131 | 6 | 105 | 99 | 6% | -4%
CCC(C)C(NC(=O)OC(C)(C)C)C(=O)NC(Cc1ccccc1)C(=O)OC (stereo unspecified)
  · | · | · | · | · | · | · | 1% | -12%
C=CCn1c(Cc2cccs2)nnc1SCC(=O)c1cccc(Br)c1
  2 | 120 | -2 | 120 | 7 | 88 | 81 | -14% | -37%
CC(C)NC(=O)c1onc(CSc2cccc3ccccc23)c1C(=O)O
  -18 | 193 | 18 | 193 | · | · | · | -8% | -17%

Complete entries, looked up by structure. Order of screens: NFkB transloc inh	NFkB transloc inh cell count 2 µM	NFkB transloc pot	NFkB transloc pot cell count 2 µM	MRP reversal	MRP reversal cytotoxicity	MRP reversal with doxorubicin	Bcl-B displacement	PLAP inhibitors HTS
CC(C)(C)NC(=O)CN(C(=O)CSc1nnc(COc2ccccc2)o1)c1cccc(F)c1 is entered as -4	164	4	164	0	100	100	6%	-24%
CSc1nnc(Cn2c(=O)sc3ccccc32)n1-c1ccccc1 is entered as -6	57	5	57	15	98	83	6%	-56%
O=C(N1CCN(CCO)CC1)N1c2ccccc2C=Cc2ccccc21 is entered as 13	93	-13	93	·	·	·	19%	-20%
Brc1ccc(-c2nnc3sc(CNCc4ccc5c(c4)OCO5)cn23)cc1 is entered as ·	·	·	·	2	93	91	-1%	9%
